Assay outcomes deposited in PubChem BioAssay by several laboratories.
Cardio protect: cardioprotection against H2O2-induced cell death, primary screen, uHTS, H9c2 cells, ATPLite luminescence. H9c2 cardiomyocytes, H2O2 injury protection, 2 h. protection from H2O2 cell death, % at 20 µM. actives 0.63% (n = 360,000). AID 588492, 2011;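 active = compounds giving at least 50% protection of heart cells from peroxide-induced death in the single-dose screen, raw or plate-pattern-corrected value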;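 also: 0% = DMSO wells with peroxide and 100% = DMSO wells without peroxide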
ABHD5 PLIN5 PPI: ABHD5-PLIN5 interaction inhibitors, primary screen, cell lysate, split luciferase complementation, luminescence. Perilipin-5 (Homo sapiens) + 1-acylglycerol-3-phosphate O-acyltransferase ABHD5 (Homo …. Split G. princeps luciferase complementation, 4 h. inhibition, % at 4 µM. actives 0.78% (n = 360,000). AID 602281, 2012;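 active = inhibition above the mean inhibition across every tested compound plus 3 SD, cut at about 22% in these data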;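 also: 0% = DMSO only wells and the 100% control is not disclosed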
ABCB6 inh 2: ABCB6 transporter inhibitors, primary screen, K562-ABCB6 cells, flow cytometry, MLPCN library; fluorescence ratio to DMSO, % at 10 µM; actives 0.19% (n = 360,000); K562-ABCB6 porphyrin accumulation, 1 h; stronger effect = lower value; AID 602162, 2011; ATP-binding cassette sub-family B member 6 (Homo sapiens), Q9NP58;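 active = fluorescence ratio to DMSO below 75%, the collection mean minus 3 SD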;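 also: signal is porphyrin accumulated inside mitochondria; 100% equals median channel fluorescence of DMSO control wells; lower ratio means ABCB6 inhibition with less porphyrin fluorescence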
Glyco luc inh: increase of ERlucT glycosylation luciferase signal, primary screen, N-linked glycosylation inhibitor project, D54 ERlucT cells, luminescence, set 2; AID 588692, 2011; D54 ERlucT glycosylation luciferase reporter, 24 h; percent of 100 nM tunicamycin response; actives 0.23% (n = 360,000); reporter increase, % at 12.5 µM;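 active = mean luciferase reporter signal, scaled so untreated is 0 and the glycosylation-blocking control 100, at or above a set limit in every replicate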;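 also: luciferase carries N-glycosylation sites so blocking glycosylation raises the light; 0% = median of neutral control wells and 100% = median of 100 nM tunicamycin wells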
MC4R antagonist: MC4R antagonists of cAMP signaling, primary screen, cell-based, TR-FRET, antagonist arm of biased-ligand search | MC4R-expressing cells, MTII-stimulated cAMP, LANCE TR-FRET | Melanocortin receptor 4 (Homo sapiens), P32245 | AID 540295, 2011 | inhibition, % at 6.5 µM | actives 0.48% (n = 360,000);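 active = inhibition above its plate's cutoff, the mean of tested wells on that plate plus 3 SD, cut at about 29% in these data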;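 also: 0% = Melanotan II alone and 100% = Melanotan II plus saturating MCL0020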
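system = U2OS cells with stable human MC4R expression | also added = Melanotan II challenge after compound preincubation | dosing = one concentration, 6.5 µM nominal | incubation = compound 30 min, challenge 1 h, detection 1 h | measured by = TR-FRET with Eu-cAMP and labeled anti-cAMP, 671 nm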
TLR9-MyD88 block: inhibitors of TLR9-MyD88 association in cells, primary screen, cell-based, CHO, BLA complementation, fluorescence. Toll-like receptor 9 (Homo sapiens) + Myeloid differentiation primary response protein …. CCF4 FRET ratio. inhibition, % at 4.98 µM. actives 0.21% (n = 340,000);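 active = inhibition above the mean over all tested compounds plus 3 SD, cut at about 21% in these data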;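 also: 0% = DMSO only wells and 100% = clavulanate BLA inhibitor control wells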
NCOA2 inhibitor: inhibition of GAL4-SRC2 driven luciferase reporter, primary screen, SRC2 inhibitor project, cell-based, luminescence; Nuclear receptor coactivator 2 (Homo sapiens), Q15596; HEK293 GAL4-SRC2 luciferase reporter; inhibition, % at 9 µM; actives 0.17% (n = 370,000);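 active = inhibition above the mean inhibition of all tested compounds plus 3 SD, set per campaign, cut at about 52% in these data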;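 also: 0% = DMSO treated cells and 100% = cells given Gossypol at 36 µM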
HTR2A ag: mouse Htr2a agonists via beta-arrestin recruitment, primary screen, cell-based, luminescence. 5-hydroxytryptamine receptor 2A (Mus musculus), P35363. activation, % at 7.6 µM. CHO-K1 mHTR2A beta-arrestin complementation; percent of 30 µM serotonin response. actives 0.66% (n = 360,000);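 active = activation above a run cutoff, the mean activation of all tested compounds plus 3 SD, cut at about 14% in these data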;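 also: 0% = plate median of compound wells and 100% = 30 µM serotonin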
MC4R barr agon: MC4R agonists recruiting beta-arrestin, primary screen, cell-based, luminescence, agonist arm of biased-ligand search. actives 0.98% (n = 360,000). AID 540308, 2011. U2OS MC4R beta-arrestin complementation; percent of melanotan II response, DMSO zero. Melanocortin receptor 4 (Homo sapiens), P32245. activation, % at 8.9 µM;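 active = activation above a per-plate cutoff, the mean activation of sample wells on that plate plus 3 SD, cut at about 8% in these data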
NOD2 RIPK2 PPI: NOD2-RIPK2 binding disruptors in cells, primary screen, fluorescence, CHO cells, BLA complementation. actives 0.38% (n = 360,000). Receptor-interacting serine/threonine-protein kinase 2 (Homo sapiens), O43353. inhibition, % at 4.98 µM. CCF4 ratio; in the data active = inhibition above about 21%;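 also: 0% = vehicle only and 100% = reference blocker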
* marks the source's active call; other numbers are inactive results; . = not tested or not shown; & = joins results of further samples. A portion of the library. The share of hits here may be higher or lower than overall.

| cpd | SMILES | Cardio protect | ABHD5 PLIN5 PPI | ABCB6 inh 2 | Glyco luc inh | MC4R antagonist | TLR9-MyD88 block | NCOA2 inhibitor | HTR2A ag | MC4R barr agon | NOD2 RIPK2 PPI |
| --- | --- | --- | --- | --- | --- | --- | --- | --- | --- | --- | --- |
| 1 | COc1ccc(CNC(=O)C2CCCN(S(=O)(=O)c3cc(C)ccc3OC)C2)cc1 (centres undefined) | 1 | 6 | 105 | -1 | 7 | -2 | -1 | -6 | 0.5 | -5 |
| 2 | O=C(O)CCNc1ccc(NCCC(=O)O)c2c1C(=O)c1ccccc1C2=O | -7 | 7 | 116 | -4 | -31 | -8 | 14 | 2 | -1.8 | -7 |
| 3 | Cc1ccc(NC(=O)C(=O)NCc2ccc(/C=N/NC(=O)c3c(C)nc4ccccn34)o2)cc1 | -9 | -1 | 100 | 1 | 5 | 8 | -21 | 0 | -2.0 | 4 |
| 4 | CC(C)C(=O)N(c1ccc2oc(=O)sc2c1)S(=O)(=O)c1ccccc1 | 36 | 8 | 104 | 2 | 7 | 3 | -28 | 7 | -0.2 | -4 |
| 5 | O=C(NC(=S)Nc1cccc(NC(=O)c2ccccc2)c1)c1cccc([N+](=O)[O-])c1 | -2 | 8 | 104 | 2 | 3 | 6 | -2 | -3 | -4.8 | -4 |
| 6 | CC(=O)c1ccc(N2CCN(CC(O)COC(c3ccccc3)c3ccccc3C)CC2)cc1 (centres undefined) | -3 | -1 | 92 | -4 | 11 | -6 | 0 | -4 | 3.1 | 1 |
| 7 | Cc1nnc2c(NC3CCCC3)nc3ccccc3n12 | -4 | 6 | 101 | 22 | 8 | -2 | -33 | 4 | -3.6 | 1 |
| 8 | CCNC(=S)NNC(=O)c1nn(C)c(C)c1Cl | 10 | -3 | 95 | -1 | 3 | -1 | -36 | 4 | -1.8 | 2 |
| 9 | Cn1c(SCc2ccc(Br)cc2)nnc1-c1ccccn1 | 4 | 5 | 99 | 9 | -3 | . | -25 | -2 | -0.2 | -4 |
| 10 | COc1ccc(CCNC(=O)c2[nH]c(C)c(C(C)=O)c2C)cc1OC | -2 | 2 | 102 | 2 | 4 | -10 | -18 | 3 | 1.3 | -8 |
| 11 | CC/C(Cc1ccccc1)=N\NC(=O)c1cc(C)oc1C | 3 | -4 | 96 | 2 | 6 | -6 | -11 | -2 | -2.4 | -1 |
| 12 | CC1Cc2ccccc2N1C(=O)COC(=O)C1=COCCO1 (centres undefined) | -5 | -1 | 82 | 0 | -3 | -4 | -34 | 12 | 2.8 | -6 |
| 13 | CC(C)(Oc1ccc(Cl)cc1)C(=O)Nc1ccc2oc(-c3ccncc3)nc2c1 | -11 | -6 | 92 | 1 | 1 | -15 | -10 | -5 | -1.8 | 10 |
| 14 | COCCn1c(=S)[nH]c2cc(C(=O)N3CCC(C(N)=O)(N4CCCCC4)CC3)ccc2c1=O | 3 | 9 | 98 | 4 | 13 | 8 | -1 | 7 | -1.3 | -2 |
| 15 | COc1ccc(CNC(=O)CN(Cc2ccco2)C(=O)CNS(=O)(=O)c2ccccc2)cc1 | 4 | 7 | 97 | -1 | 16 | 2 | -18 | -15 | -0.5 | -2 |
| 16 | Cc1ccc(NS(=O)(=O)c2ccc(C)c(NC(=O)COc3ccc4ccccc4c3)c2)c(C)c1 | -12 | -7 | 97 | -7 | 31* | -5 | 2 | -7 | 2.3 | -4 |
| 17 | Cc1csc(NC(=O)CSc2nnc(-c3cccs3)n2C)n1 | -4 | -1 | 100 | 2 | 2 | -4 | -6 | 7 | -0.4 | 1 |
| 18 | Cc1cc(C(=O)Nc2ccccc2C)n(-c2ccccc2)n1 | 1 | -10 | 100 | 3 | 0 | 1 | -6 | -1 | -2.0 | 11 |
| 19 | O=C(CSc1ncn(-c2ccccc2)n1)Nc1ccc2c(c1)OCCO2 | 0 | -4 | 94 | 1 | -1 | 1 | 5 | 0 | -0.3 | 10 |
| 20 | NS(=O)(=O)c1ccc(N2CCOCC2)c(C(=O)NCc2ccc3c(c2)OCO3)c1 | -3 | -10 | 98 | 1 | 3 | 6 | -18 | -2 | -3.1 | 5 |
| 21 | CCOC(=O)N1CCN=C1SCc1ccc(C(F)(F)F)cc1 | -6 | 1 | 102 | 7 | 3 | -4 | 14 | 1 | -1.3 | -4 |
| 22 | Cc1cc(C)cc(N(CCC#N)C(=O)COC(=O)CNC(=O)c2sc3ccccc3c2Cl)c1 | -2 | 1 | 75 | 1 | 8 | 2 | 14 | 6 | -2.5 | -6 |
| 23 | c1ccc2sc(-c3ccc4c(c3)OCO4)nc2c1 | -20 | -3 | 98 | -16 | -3 | 0 | . | -3 | -1.0 | 8 |
| 24 | N#CC1=C(N)N(c2ccccc2C#N)C2=C(C(=O)CCC2)C1c1ccsc1 (centres undefined) | 18 | 1 | 99 | 4 | 17 | 1 | -11 | 4 | -2.9 | 1 |
| 25 | CCOc1cc(/C=C2\CCn3c2nc2cc(Cl)ccc2c3=O)ccc1O | 10 | -3 | 98 | 5 | 11 | -1 | 6 | 5 | 12* | -12 |
| 26 | COCCN(C(=O)c1ccc(OC2CCN(S(=O)(=O)N(C)C)CC2)cc1)C(C)C | -4 | 4 | 100 | -1 | 10 | -3 | 27 | 4 | -1.2 | -8 |
| 27 | COC(=O)c1cccc(NC(=O)CCNC(=O)c2ccco2)c1 | -2 | -1 | 171 | -1 | -1 | 2 | 15 | 2 | 2.7 | -12 |
| 28 | COc1ccccc1NC(=O)N1c2ccc(F)cc2CCC1C (centres undefined) | 5 | 2 | 102 | -1 | -3 | 6 | -7 | 0 | -1.0 | 4 |
| 29 | C=CCNC(=S)NCc1ccccc1 | 10 | -1 | 90 | 2 | -2 | 4 | 37 | -3 | -0.6 | -11 |
| 30 | O=C(/C=C/c1ccc(F)cc1)NC(=S)N1CCN(Cc2ccccc2)CC1 | 2 | -2 | 92 | -2 | 12 | 1 | 0 | -4 | -0.5 | 6 |
| 31 | O=C(CSc1nnc2c(Cl)cc(C(F)(F)F)cn12)N(Cc1ccccc1)Cc1ccccc1 | 7 | -8 | 74* | -1 | 2 | 7 | -6 | 0 | -1.7 | 8 |
| 32 | Cc1cccc(-n2c(=O)c3c(C)c(C)sc3n(CC(N)=O)c2=O)c1 | -6 | -4 | 94 | 2 | 1 | -3 | 10 | -2 | -1.3 | 2 |
| 33 | Cc1ncsc1CCSc1nc2ccccc2c(=O)n1C | -10 | 10 | 89 | -1 | -21 | -2 | -7 | 1 | 2.4 | 0 |
| 34 | Cc1ccc(CN2CC(N3CCN(CCO)CC3)CS2(=O)=O)cc1 (centres undefined) | 2 | -3 | 102 | 1 | . | . | -5 | -2 | . | 0 |
| 35 | Cn1c(NCc2ccco2)nc2ccccc21 | 2 | 4 | 101 | 2 | 3 | -1 | -21 | -2 | -1.0 | -14 |
| 36 | O=C(NCc1nnc(SCC(=O)N2CCC(Cc3ccccc3)CC2)o1)c1ccccc1F | -10 | 1 | 94 | -1 | 2 | 8 | 13 | 0 | -0.3 | -2 |
| 37 | O=S1(=O)CC(N2CCCCC2)CN1Cc1ccc(F)cc1 (centres undefined) | 3 | 3 | 95 | 0 | . | . | 2 | 3 | . | -10 |
| 38 | O=c1c(-c2cccs2)nc2ccccc2n1C(CCc1ccccc1)c1nc2ccccc2[nH]1 (centres undefined) | . | 4 | . | . | . | . | -5 | -4 | . | -29 |
| 39 | CCOc1ccc(NC(=S)N2CCCCCC2)cc1 | -8 | -3 | 102 | 1 | 19 | -2 | -18 | -3 | -0.4 | 2 |
| 40 | COc1ccc(-n2ccnc2SCC(=O)NCc2ccc(F)cc2)c(OC)c1 | 6 | 10 | 103 | 1 | 2 | 6 | -4 | 2 | 1.6 | -3 |
| 41 | Cc1nc2nc(C)c(CCC(=O)NCCCN3CCN(c4cccc(Cl)c4)CC3)c(C)n2n1 | 5&0 | -3&-1 | 106&100 | 0&-2 | 11&5 | -6&-3 | 11&0 | 12&1 | 0.0&-1.2 | 14&0 |
| 42 | COCCN(C(=O)CC1CCCCC1)c1c(N)n(CC(C)C)c(=O)[nH]c1=O | 8 | -1 | 96 | 1 | -5 | -3 | 19 | 0 | -0.6 | -18 |
| 43 | O=C(Nc1ccc(Br)cc1)c1cc(S(=O)(=O)Nc2ccccn2)ccc1Cl | -12 | -6 | 100 | 3 | 8 | -10 | -8 | -2 | -0.5 | -4 |
| 44 | CCc1c(C)nc(N2CCN(c3ccccc3)CC2)[nH]c1=O | -5 | 12 | 101 | -1 | 3 | -4 | -8 | -2 | -0.1 | 2 |
| 45 | COc1ccc(N(CC(=O)N2CCCCCC2)S(C)(=O)=O)cc1Cl | -1 | 2 | 96 | 2 | 4 | 10 | -16 | 4 | -1.8 | -11 |
| 46 | CCOc1ccc(/C=C2\CCC(C3CCCC3)C2=O)cc1 (centres undefined) | -6 | -1 | 95 | -8 | 3 | 2 | -19 | 1 | -1.1 | -1 |
| 47 | COc1ccc(-n2c(Cc3ccccc3)nnc2SCc2ccc([N+](=O)[O-])cc2)cc1 | -6 | 9 | 97 | -5 | 4 | 6 | 9 | 0 | 2.4 | -8 |
| 48 | COc1ccc(Cn2cnc3c([N+](=O)[O-])c(C)c(C)cc32)cc1 | -3 | 1 | 96 | -5 | 0 | 3 | -21 | -1 | -0.6 | -1 |
| 49 | CC(C)(C)C(=O)NC1(C(F)(F)F)NC(=O)N(Cc2ccccc2)C1=O (centres undefined) | -1 | -1 | 100 | 1 | 15 | 6 | 12 | -4 | -0.1 | -6 |
| 50 | CCS(=O)(=O)c1ccc(C(=O)NC)c(Cl)c1Cl | 2 | -10 | 204 | -1 | 12 | -6 | -4 | 1 | -1.4 | 4 |
| 51 | Cc1ccc(C(=O)N2CCC3(CC2)Oc2ccc(Cl)cc2C(=O)C32CC(c3ccccc3)=NO2)s1 (centres undefined) | 4 | -1 | 95 | -3 | 3 | -2 | 5 | 1 | -1.2 | 1 |
